Screens from PubChem BioAssay.
GLP1R inv ag: GLP-1 receptor (human) inverse agonism; P43220; HEK293 GLP-1R CRE-luciferase, luminescence, 24 h; GLP-1R form is constitutively active; Potency, µM (doses to about 38.3 µM), without a hit: at the top dose activity change, negative = inhibition, actives largely listed as inhibitors; 1.6% of 410,000 active; also: potency is read from the fitted curve at half-maximal effect; % is scaled to controls: 0 for no effect and ±100 for the full control effect; nearly all actives have a fitted effect of over 55% in size
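HEK293 cells stably co-expressing constitutively active GLP-1R and a cAMP-responsive luciferase reporter were seeded in DMEM with 10% Nu serum, given compounds after 12 h, and incubated 24 h at 37 deg C. Luminescence was then read.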
TDP43 rescue: TDP-43 toxicity inhibition in yeast | TDP-43 expressing yeast growth rescue, BacTiter-Glo, 24 h | Potency, µM (highest dose often 46.1 µM), for the others: at the highest dose growth rescue (activation), usual class: activators | 1.8% of 410,000 active | AID 652104; also: potency is read from the fitted curve at half-maximal effect; % of control where 0% means no effect; nearly all actives have a fitted effect of over 50% in size
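Luminescence from BacTiter-Glo reports growth of TDP-43-expressing yeast after 24 hr at 30 deg C with compound. Cells were raffinose-pregrown to mid-log, then seeded in galactose medium at OD600=0.02.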
pAkt inh: Akt phosphorylation inhibition. activity change, % for hits at 50 µM. 0.32% of 360,000 active. Neuro2A IGF-stimulated pAkt S473 HTRF, 20 min; hits give low values. AID 651550; in the data active = activity change below about -80%; inconclusive = mostly about -51% to -80%; also: % is scaled to controls: 0 for no effect and ±100 for the full control effect
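Single-point screen (50 µM final compound) in Neuro2A cells stimulated 20 min with 6 nM IGF at 37 deg C. After lysis, Ser473-phosphorylated Akt read by HTRF (ex 330 nm, em 615/665 nm) as the 665/615 ratio.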
FUS suppressor: rescues growth of FUS-expressing yeast; S. cerevisiae FUS-expressing, growth rescue, OD600, 24 h; Potency, µM (highest dose often 76.6 µM), inactives show top-dose growth rescue (activation), hits mostly activators; 0.24% of 390,000 active;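 also: potency is read from the fitted curve at half-maximal effect; plate controls were DMSO vehicle for no effect and reference control for full effect; nearly all actives have a fitted effect of over 55% in size; some results filed as inactive show a strong effect at the top dose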
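Yeast expressing FUS under galactose induction, OD 0.005 in 2% galactose medium; compounds in a dilution series, 24 h at 30C. Growth rescue by absorbance at 600 nm; CP55940 positive control, DMSO negative.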
GLP-1R agonist: agonists of human GLP-1 receptor | P43220 | HEK293 GLP-1R CRE-luciferase, luminescence, 4-6 h; cells express a hypersensitive GLP-1R form | Potency, µM (series often up to 45.6 µM), for inactives: top-dose activation, hits mostly activators | 0.007% of 380,000 active | AID 624172; also: potency is read from the fitted curve at half-maximal effect; % of control where 0% means no effect
Abeta rescue: A-beta toxicity reversal in yeast; yeast expressing A-beta42, growth rescue, OD600, 48 h; response scale: 0% DMSO, 100% iron-clioquinol control; 0.063% of 410,000 active; Potency, µM (top dose mostly 46.1 µM), inactives show at the highest dose growth rescue, usual class: activators; AID 1347071; also: potency is read from the fitted curve at half-maximal effect; nearly all actives have a fitted effect of over 55% in size
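Yeast A-beta toxicity model in growth medium with pinned compounds, 48 h at 30 C; growth read as absorbance at 600 nm. Normalized to FeCl3/clioquinol equimolar mix (positive) and DMSO (negative).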
aSyn yeast inh: inhibitors of alpha-synuclein toxicity in yeast | Yeast expressing alpha-synuclein, growth rescue, BacTiter-Glo, 24 h | Potency, µM (highest dose often 46.1 µM), without a hit: at the highest dose growth rescue (activation), usual class: activators | 0.14% of 370,000 active | AID 652106; also: potency is read from the fitted curve at half-maximal effect; % of control where 0% means no effect; nearly all actives have a fitted effect of over 65% in size
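Screening used galactose-induced yeast with toxic alpha-synuclein levels, exposed to compound for 24 hr at 30 deg C. Cell growth, read with BacTiter-Glo luminescence, gave the measured signal.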
DRD3 antagonist: antagonists of human D3 dopamine receptor; P35462; D3R cells, DiscoveRx beta-arrestin luminescence, antagonist mode; hits give low values; max response, negative = inhibition, %; 2.5% of 360,000 active; in the data active = max response below about -50%; inconclusive = no clear call, values can overlap the other calls; also: % is scaled to controls: 0 for no effect and ±100 for the full control effect; mostly tested at two doses, the higher about 12 µM
Target sequence (P35462 whole entry, looked up): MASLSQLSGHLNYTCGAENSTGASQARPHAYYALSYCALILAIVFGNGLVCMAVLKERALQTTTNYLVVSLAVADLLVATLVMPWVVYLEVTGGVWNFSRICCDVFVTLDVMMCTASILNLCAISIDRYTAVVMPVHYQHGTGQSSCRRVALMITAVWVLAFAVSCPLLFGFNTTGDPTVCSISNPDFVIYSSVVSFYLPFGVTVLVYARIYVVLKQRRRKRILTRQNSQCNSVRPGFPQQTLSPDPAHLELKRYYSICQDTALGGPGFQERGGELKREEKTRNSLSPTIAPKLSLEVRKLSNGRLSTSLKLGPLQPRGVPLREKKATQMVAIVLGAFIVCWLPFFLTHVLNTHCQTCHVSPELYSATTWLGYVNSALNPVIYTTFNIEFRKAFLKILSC
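Cells plated overnight at 1500 cells/well, then exposed to library compounds with dopamine controls for 90 minutes at 37 degrees C. DiscoveRx reagent added for 30–60 minutes at room temperature; luminescence read, quantitative HTS format.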
PTHR1 agonist: PTHR1 (human) receptor agonism; Q03431; 0.075% of 410,000 active; Potency, µM (top dose mostly 115 µM), without a hit: at the highest dose activation, usual class: activators; HEK293 GP2 PTHR1 cells, GloSensor cAMP luminescence, 1 h; AID 743266; also: potency is read from the fitted curve at half-maximal effect; nearly all actives have a fitted effect of over 55% in size; some results filed as inactive show a strong effect at the top dose; inactives centre near -15; many of its hits are not listed in these tables
Target sequence (Q03431 whole entry, looked up): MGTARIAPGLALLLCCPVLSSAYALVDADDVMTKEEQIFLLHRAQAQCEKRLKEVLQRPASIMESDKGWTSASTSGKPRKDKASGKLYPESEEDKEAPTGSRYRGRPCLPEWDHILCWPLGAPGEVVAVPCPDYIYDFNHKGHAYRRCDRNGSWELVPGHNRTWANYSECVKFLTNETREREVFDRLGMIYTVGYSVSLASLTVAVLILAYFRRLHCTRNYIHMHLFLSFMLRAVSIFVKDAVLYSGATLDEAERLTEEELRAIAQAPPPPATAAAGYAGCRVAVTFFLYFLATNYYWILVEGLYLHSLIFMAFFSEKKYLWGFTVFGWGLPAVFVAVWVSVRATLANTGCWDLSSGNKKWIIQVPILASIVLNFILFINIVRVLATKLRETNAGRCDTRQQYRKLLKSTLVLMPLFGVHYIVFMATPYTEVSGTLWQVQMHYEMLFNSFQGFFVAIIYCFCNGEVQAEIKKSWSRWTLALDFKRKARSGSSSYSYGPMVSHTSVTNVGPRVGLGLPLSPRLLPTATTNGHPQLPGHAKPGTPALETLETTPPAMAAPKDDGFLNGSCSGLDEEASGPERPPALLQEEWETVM
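HEK-293-derived GP2 cells expressing PTHR1 and a GloSensor cAMP reporter, 3,000/well, plated overnight, given luciferin plus IBMX (each 0.5 mM as added) for 1 h at 37 °C, then compound for 1 h at 37 °C. Luminescence was read after 15 min at room temperature.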
Active calls of the source: *; i = inactive; u = inconclusive; x = not tested or not shown; [ ] = remark or other dose. Unless noted, calls follow the shape of the dose curve; as a rule, active = well fitted curve in the direction sought with a large enough effect; inconclusive = small, poorly fitted or top-dose-only effect, or another doubt; inactive = no such curve, though single readings can be large; an effect the other way counts as inactive or inconclusive. Some of the compounds tested, so the mix of outcomes need not match the whole.

canonical_smiles	GLP1R inv ag	TDP43 rescue	pAkt inh	FUS suppressor	GLP-1R agonist	Abeta rescue	aSyn yeast inh	DRD3 antagonist	PTHR1 agonist
COc1cccc(C(=O)Nc2ccc(C(F)(F)F)n(C)c2=O)c1	16%	-17%	i	10%	4%	-12%	-12%	13	-24%
Cc1ccc(-c2nnn3c2nc(NC2CCC(C)CC2)c2ccccc23)cc1 (stereo unspecified)	2%	-1%	x	-20%	0%	-9%	x	x	-35%
CCN(CC)c1ccc(C=Nc2ccc(OC)c(S(=O)(=O)N3CCOCC3)c2)c(O)c1	9%	6%	i	0%	2%	-3%	9%	0	i
N#CC1=C2SC=C(c3ccc(Br)cc3)N2CCCC1=O	16%	-24%[1.82 µM]	i	17%	16%	5%	-3%	-3	-31%[inhibitor]
Cc1noc(C)c1/C=N/Nc1ccccn1	23%	0%	i	25%	7%	-28%	-6%	10	i
COc1ccccc1/C=C/C(=O)Nc1ccc2c(c1)OCCO2	u	12%	i	x	-2%	-13%	-13%	11	-13%
CC(=O)C1(C)N(O)C(C)(C)C(c2ccco2)=[N+]1[O-] (stereo unspecified)	69%[activator]	-3%	i	-20%	0%	9%	0%	6	-25%
COc1cc2c(cc1OC)CN(Cc1cc(=O)oc3cc(C)c(Cl)cc13)CC2	13%	-2%	i	33%	3%	-12%	0%	-5	i
O=C(Cn1[nH]c(=O)c2ccccc2c1=O)NNC(=O)c1ccccc1	7%	0%	i	-6%	-3%	-4%	-2%	-6	-24%
COc1ccc(CCn2c(=N)c(C(=O)NCc3ccco3)cc3c(=O)n4ccccc4nc32)cc1OC	29%	-4%	i	5%	-7%	-13%	-3%	14	u
CCOC(=O)C1(CC)NC(c2ccc(OC)cc2OC)C2C(=O)N(C)C(=O)C21 (stereo unspecified)	-7%	7%	i	-5%	1%	-4%	3%	1	-8%
CCOc1ccc(C(c2c(O)cc(C)n(Cc3ccco3)c2=O)N2CCN(C)CC2)cc1 (stereo unspecified)	-3%	14%	x	10%	x	8%	x	x	-2%
COc1ccc(C(=O)NCc2nnc(SCC(=O)Nc3ccc(C)cc3)n2-c2ccccc2)cc1	1%	5%	x	3%	x	-21%	x	x	2%
CCO[C@@H]1OC(C(=O)N2CCCCCCC2)=C[C@H](c2ccc3c(c2)OCO3)[C@H]1CCCO	u	0%	i	3%	6%	-25%	-4%	-17	-9%
C=CCn1c(SCC(=O)NC2CCS(=O)(=O)C2)nnc1-c1ccc(Cl)cc1 (stereo unspecified)	u	-4%	i	17%	0%	11%	0%	-10	i
S=C(Nc1ccccc1Cl)N(Cc1cccnc1)Cc1ccco1	-1%	-3%	i	-6%	10%	-4%	9%	16	-31%
COc1cccc(C2NC(CCSC)(C(=O)O)C3C(=O)N(C(C)C)C(=O)C23)c1O (stereo unspecified)	-3%	12%	i	-8%	-4%	7%	0%	u	-22%
Cc1cc(Br)ccc1SCC(=O)Nc1cccnc1	11%	-12%[0.397 µM]	i	14%	2%	u	1%	25	i
O=C(Nc1ccc2c(c1)OCCO2)C(c1cc2ccccc2o1)N1CCN(c2ccc(C(F)(F)F)cn2)CC1 (stereo unspecified)	u	u	i	20%	-5%	-8%	1%	11	-15%
Cc1csc(CCc2nc(C)cs2)n1	1%	22%	i	-11%	-6%	19%	-1%	0	-9%[57.5 µM]

Quoted at random: 2 entries already listed, in no set order.
canonical_smiles	GLP1R inv ag	TDP43 rescue	pAkt inh	FUS suppressor	GLP-1R agonist	Abeta rescue	aSyn yeast inh	DRD3 antagonist	PTHR1 agonist
COc1ccc(C(=O)NCc2nnc(SCC(=O)Nc3ccc(C)cc3)n2-c2ccccc2)cc1	1%	5%	x	3%	x	-21%	x	x	2%
Cc1cc(Br)ccc1SCC(=O)Nc1cccnc1	11%	-12%[0.397 µM]	i	14%	2%	u	1%	25	i

(cont.)
canonical_smiles	GLP1R inv ag	TDP43 rescue	pAkt inh	FUS suppressor	GLP-1R agonist	Abeta rescue	aSyn yeast inh	DRD3 antagonist	PTHR1 agonist
CCCCn1c(N)c(N(CCOC)C(=O)COC(=O)c2ccccc2NCCO)c(=O)[nH]c1=O	-1%	1%	i	-9%	5%	-3%	-2%	-17	-6%
CCN(CC(=O)Nc1ccc(OC)cc1)C(=O)c1ccc2c(=O)n3c(nc2c1)CCC3	1%	10%	i	x	1%	9%	5%	0	i
COc1ccccc1N=C(C)C1=C(O)CSC1=O	16%	10%	i	-21%	7%	-10%[9.22 µM]	-10%	-10	i
COc1ccccc1-c1cccc(-c2nc(C(=O)Nc3nccs3)cc3c2[C@@H](CCO)N(C(=O)CC2CC2)C3)c1	-17%	u	i	u	16%	5%	-1%	-2	-14%
O=[N+]([O-])c1ccc(N2CCOCC2)nc1	24%	-9%	i	-19%	-3%	10%	-2%	12	i
Cc1ccc(C(=O)NCCCN2CCOCC2)cc1N1CCCC1=O	1%	-3%	i	9%	-10%	-3%	2%	0	-15%
CCCOc1ccc(CC(=O)NCc2ccco2)cc1OC	0%	1%	i	-14%	7%	16%[9.22 µM]	8%	38	-12%
COC(=O)c1c(C)[nH]c(C(=O)CN(C)CC(=O)Nc2cccc(F)c2)c1C	3%	-19%	i	-11%	-6%	18%	0%	17	-3%
CCC(NC(=O)c1cc(COc2cncc(Cl)c2)on1)c1ccc(C)cc1 (stereo unspecified)	u	u	i	35%	19%	u	u	7	-10%
Cc1no[n+]([O-])c1COc1cccc(/C=N/Nc2nncn2N)c1	1%	-9%	i	-14%	-6%	19%	-3%	-3	i
CC(C)(C)c1ccc(C(=O)NCC(=O)OCC(=O)c2ccc3c(c2)-c2ccccc2C3)cc1	1%	u	i	4%	-3%	10%	13%	23	i
CCC(=O)c1ccc(OCC(=O)c2ccc3c(c2)NC(=O)CO3)cc1	12%	-13%	i	-4%	-4%	-4%	-4%	-8	-9%
Cc1ccnc(NC(=O)CN2C(=O)NC(C)(c3ccc4ccccc4c3)C2=O)c1 (stereo unspecified)	u	4%	i	15%	-1%	-18%	-1%	-15	-40%
COc1cc2c(cc1NC(=O)COc1ccccc1OC)oc1ccccc12	0%	-19%	i	18%	-13%	8%	4%	26	-12%[57.5 µM]
O=C(c1cnc2n(c1=O)CCS2)N(C1CCCCC1)C1CCCCC1	5%	10%	i	-22%	-3%	-8%	0%	2	i
O=C(COc1ccccc1-c1nc(-c2ccccc2)no1)Nc1ccc([N+](=O)[O-])cc1	7%	11%	x	6%	x	-6%	x	x	-4%
Cc1ccc(S(=O)(=O)N2CCOCC2)cc1NC(=O)COC(=O)C1(C)CC1(Cl)Cl (stereo unspecified)	u	7%	i	-1%	-4%	-7%	-4%	2	-32%[inhibitor]
O=C(CCCCCn1c(=O)[nH]c2ccccc2c1=O)NCCc1ccccc1	6%	-2%	x	10%	x	5%	x	x	i
COc1ccc(C(=O)Nc2ccc(NS(=O)(=O)c3ccccc3)cc2)cc1OC	-13%	-27%	i	2%	5%	-11%	-6%	10	-13%
CCOC(=O)c1ccccc1NC(=O)Nc1cc2c(cc1N1CCCCC1)n(C)c(=O)n2C	0%	13%	x	-1%	0%	12%	x	x	i

Further entries follow:
canonical_smiles	GLP1R inv ag	TDP43 rescue	pAkt inh	FUS suppressor	GLP-1R agonist	Abeta rescue	aSyn yeast inh	DRD3 antagonist	PTHR1 agonist
COc1ccc(OC)c(NC(=O)CSc2ncccc2C(=O)O)c1	-8%	-3%	i	-17%	-2%	1%	1%	4	i
O=c1cc(-c2ccccc2)c2cc(Cl)c(O)c(CN3CCOCC3)c2o1	-5%	13%	i	-34%	4%	-7%	-1%	-6	i
COC(=O)c1cc(NC(=O)c2nn(C)c3c2COc2ccccc2-3)cc(C(=O)OC)c1	-15%	11%	x	-4%	x	3%	x	x	i
CSCCCc1cn([C@@H](CO)C(=O)NCCCCCCCCCCC(=O)N2CCNCC2)nn1	12%	-3%	i	-5%	1%	-24%	-1%	0	-14%
Cc1cc(F)ccc1NC(=O)CS(=O)(=O)c1cccc2nsnc12	-1%	20%	x	-6%	x	-20%	1%	x	14%
COC(=O)c1c(N=CN(C)C)c(C#N)c2n1CCCC2	32%[activator]	15%	i	14%	3%	5%	8%	14	i
Fc1ccccc1N1CCN(CCCNc2ccc3nncn3n2)CC1	6%	21%	i	-32%	-2%	-22%	2%	-61*	-15%
CCS(=O)(=O)c1ncc(Cl)c(C(=O)N2CCN(c3ccc(OC)cc3)CC2)n1	-25%	13µM*	x	38%	x	-25%	x	x	-96%[inhibitor]
Cc1ccccc1OCC(=O)NNC(=O)CN1C(=O)c2ccccc2C1=O	8%	17%	i	x	7%	15%	4%	9	-3%
CN(Cc1ccccc1)C(=O)c1cn(C)c2ccc(S(=O)(=O)N(C)C3CCCCC3)cc2c1=O	-2%	2%	x	10%	x	-7%	x	x	i
CC(Sc1nc2c([nH]c3ccccc32)c(=O)n1-c1ccccc1)c1ccccc1 (stereo unspecified)	-18%	-32%[inhibitor]	x	22%	x	-19%	x	x	-27%
CCOC(=O)C1=C(c2ccccc2)ON(C)C1c1ccccc1 (stereo unspecified)	-9%	3%	i	x	-2%	-5%	6%	-2	-83%[inhibitor]
Cc1sc2ncn(CC(=O)NCCCC(=O)N(C)Cc3ccccc3)c(=O)c2c1C	5%	3%	i	-12%	5%	-4%	11%	3	i
Cc1cccc2sc(NC(=O)CN(C)S(=O)(=O)c3ccc(Br)s3)nc12	u	u	i	3%	-11%	4%	5%	38	-21%
COc1ccc(-n2c(SC(CN3CCCCC3)CN3CCCC3=O)nc3ccccc3c2=O)cc1 (stereo unspecified)	u	0%	i	16%	6%	-4%	-1%	-24	i
O=C(CCl)N(c1ccc(Cl)cc1)c1c[nH]c2ccccc12	u	u	i	x	-3%	0%	-13%	u	i
